Rac1 act GTP bind: alters GTP binding to activated mutant human Rac1; AID 764; GST-Rac1 activated beads, fluorescent GTP binding, flow cytometry; actives lie on both sides; 100% means binding = to untreated wells; P63000; percent activity (GTP binding), % at 10 µM; hit rate 0.11% among 190,000;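 active = GTP binding at least 20 percentage points away from the 100% baseline, in either direction, so actives lie on both sides; inconclusive = Compound likely fluorescent itself, or too few beads counted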
Cdc42 wt GTP: modulators (inhibitors or activators) of GTP binding to human Cdc42 wildtype. AID 761. GST-Cdc42 beads, Bodipy-GTP binding, flow cytometry; actives lie on both sides. hit rate 0.2% among 190,000. percent activity (GTP binding), % at 10 µM. P60953;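 active = percent activity GTP binding at least 20 points away from the 100% baseline, either down as inhibitor or up as activator; inconclusive = compound flagged as likely green fluorescent from well-wide comparison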;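 note: median bead fluorescence of bound Bodipy-FL-GTP at 100 nM; 0% = excess unlabeled GTP control and 100% = no compound control; below 100% means less GTP binding so inhibitor and above means activator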
Target sequence (P60953 whole entry, looked up): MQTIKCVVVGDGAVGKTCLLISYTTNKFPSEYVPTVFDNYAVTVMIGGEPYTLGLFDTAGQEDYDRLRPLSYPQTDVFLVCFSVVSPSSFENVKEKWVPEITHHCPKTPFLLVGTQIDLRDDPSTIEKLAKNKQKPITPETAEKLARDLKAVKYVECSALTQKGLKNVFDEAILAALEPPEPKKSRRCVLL
Rac1 wt modul: modulators of human Rac1 wildtype GTP binding; GST-Rac1 beads, fluorescent GTP binding, flow cytometry; actives lie on both sides; 0 = cold GTP competed, 100 = untreated; GTP binding activity (% of control), % at 10 µM; hit rate 0.27% among 190,000;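 active = GTP binding activity at least 20 points away from the 100% control level, either lower or higher; inconclusive = compound flagged as likely green fluorescent, judged across all proteins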
Pf gamet viab: inhibitors of late stage P. falciparum gametocyte viability. P. falciparum stage V gametocytes, ATP luminescence, 24 h. inhibition, % at 10.9 µM. hit rate 0.065% among 150,000. AID 743093;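 active = inhibition above the mean plus 3 SD of compounds within the control limits, set per campaign, cut at about 38% in these data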;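 note: 0% = DMSO wells and 100% = medium only without gametocytes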
Avidin bead fluor: avidin bead compound fluorescence profile; Avidin beads, compound fluorescence 488/530 nm, flow cytometry; active compounds read high; fluorescence (KMESF) at 10 µM; hit rate 0.38% among 220,000; AID 1775; in the data active = fluorescence above about 47; note: inactives centre near 10
Rab2A wt mod: changes GTP binding to wildtype dog Rab2A, up or down | P61105 | GTP binding activity, % at 10 µM | GST-Rab2 wt beads, Bodipy-GTP binding, flow cytometry | hit rate 0.19% among 190,000;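 active = GTP binding activity at least 20 points away from 100%, either lowered or raised; inconclusive = signal likely due to the compound's own green fluorescence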;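 note: 0% = beads with excess unlabeled GTP and 100% = no-compound control corrected for plate trend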
HRas wt GTP: modulators of GTP binding to human HRas wildtype. AID 759. GTP binding activity, % at 10 µM. GST-Ras wt beads, Bodipy-FL-GTP binding, flow cytometry; actives lie on both sides. hit rate 0.14% among 190,000. P01112;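 active = GTP binding activity at least 20% away from the 100% baseline, either lowered as inhibitor or raised as activator; inconclusive = flagged as likely green fluorescent, judged across all proteins in the well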;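 note: 0% = unlabeled GTP competition control and 100% = no-compound control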
Target sequence (P01112 whole entry, looked up): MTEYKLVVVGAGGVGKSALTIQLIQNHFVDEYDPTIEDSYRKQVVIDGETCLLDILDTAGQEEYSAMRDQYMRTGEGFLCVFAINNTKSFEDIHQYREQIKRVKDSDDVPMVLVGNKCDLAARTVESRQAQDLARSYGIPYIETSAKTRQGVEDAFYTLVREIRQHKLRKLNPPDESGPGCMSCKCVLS
Mcl1-Noxa inh: disrupts binding of human Mcl-1 to Noxa peptide; hit rate 1.5% among 220,000; AID 1022; inhibition, % at 21.7 µM; TR-FRET Mcl-1/Noxa peptide binding, 2 h;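 active = compounds that cut the protein-peptide binding signal by more than 50% relative to plate controls in a single-dose test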;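 note: His-tagged Mcl-1 with rhodamine Noxa BH3 peptide and terbium anti-His antibody; 0% = Mcl-1 plus Noxa peptide wells and 100% = peptide-only wells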
Target sequence (Q07820 whole entry, looked up): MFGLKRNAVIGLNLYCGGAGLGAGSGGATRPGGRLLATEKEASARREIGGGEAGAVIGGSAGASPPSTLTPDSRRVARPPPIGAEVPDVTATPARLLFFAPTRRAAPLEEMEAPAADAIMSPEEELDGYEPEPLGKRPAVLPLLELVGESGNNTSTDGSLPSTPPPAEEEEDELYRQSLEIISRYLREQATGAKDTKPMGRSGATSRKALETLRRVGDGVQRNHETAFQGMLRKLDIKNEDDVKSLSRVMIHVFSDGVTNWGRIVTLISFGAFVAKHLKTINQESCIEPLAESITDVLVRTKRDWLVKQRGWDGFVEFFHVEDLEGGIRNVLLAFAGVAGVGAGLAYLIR
GSH bead fluor: compound fluoresces at 488/530 nm on GSH beads | GSH beads flow cytometry, compound fluorescence 488/530 nm; active compounds read high | fluorescence (KMESF) at 10 µM | hit rate 0.25% among 190,000 | AID 1776; in the data active = fluorescence above about 89;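 note: glutathione beads carrying GST-tagged Bcl family fusion proteins plus one bare bead set; values are compound well signal with DMSO vehicle wells as background; inactives centre near 16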
Mcl1-Bid inh: Mcl-1/Bid interaction inhibition; inhibition, % at 21.7 µM; TR-FRET Mcl-1/Bid-Dy647 peptide binding, 1536-well; AID 1021; hit rate 0.97% among 220,000; Q07820;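 active = compounds that cut the binding signal by more than half at the single screening dose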;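 note: His-tagged Mcl-1 with europium anti-His antibody binding Bid BH3 peptide; 0% = Mcl-1 plus peptide wells and 100% = peptide-only wells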
Rab7 wt GTP bind: modulators of GTP binding to dog Rab7 wildtype GTPase; hit rate 0.055% among 190,000; GTP binding activity (percent of control), % at 10 µM; GST-Rab7 beads, fluorescent GTP binding, flow cytometry; actives lie on both sides; untreated = 100%, excess cold GTP = 0%;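 active = fluorescent GTP binding to Rab7 beads changed by at least 20 points from the 100% baseline, either direction, mostly lower; inconclusive = compound itself probably fluorescent, or too few beads counted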;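 note: median green fluorescence of bound Bodipy-FL-GTP per Rab7 bead population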
An asterisk follows results filed as active; u = inconclusive; x = not tested or not shown; [ ] = remark or other dose.

SMILES | Rac1 act GTP bind | Cdc42 wt GTP | Rac1 wt modul | Pf gamet viab | Avidin bead fluor | Rab2A wt mod | HRas wt GTP | Mcl1-Noxa inh | GSH bead fluor | Mcl1-Bid inh | Rab7 wt GTP bind
O=C(CCc1ccc(S(=O)(=O)NC2CCCCC2)cc1)Nc1ccccc1 | 103.0 | 106.0 | 108.0 | x | 12 | 103.0 | 103.0 | 10.8 | 39 | 0.9 | 101.0
CN(C)c1ccc(C=NCC2(O)CCOC(C)(C)C2)cc1 (stereo not given) | 99.0 | 102.0 | 103.0 | -4.4 | 18 | 103.0 | 103.0 | 16.4 | 24 | -35.2 | 102.0
CCCCOC(=O)c1ccc(NC(=O)c2c(OC)cccc2OC)cc1 | 95.0 | 92.0 | 95.0 | x | 7 | 97.0 | 94.0 | -5.0 | 20 | -2.9 | 97.0
CC(C)N(NC(=O)c1cccc2ccccc12)C(C)C | 97.0 | 96.0 | 97.0 | -8.5 | 23 | 98.0 | 100.0 | -8.0 | 11 | -15.5 | 105.0
COC(=O)Cc1csc(Nc2ccccc2)n1 | 101.0 | 96.0 | 101.0 | -17.6 | 10 | 102.0 | 100.0 | 12.8 | 13 | -12.7 | 98.0
Cc1[nH]c2ccccc2c1/C=N/NC(=O)CNC(=O)COc1ccccc1 | 97.0 | 96.0 | 101.0 | 20.9 | 7 | 102.0 | 100.0 | 13.1 | 12 | -24.2 | 108.0
CCN1CCN(C(=O)Nc2ccc(Cc3ccc(NC(=O)N4CCN(CC)CC4)cc3)cc2)CC1 | 98.0 | 104.0 | 102.0 | x | 12 | 102.0 | 102.0 | 3.9 | 34 | -35.7 | 102.0
NC(=O)c1ccc(NC(=O)COC(=O)/C=C/c2cn(-c3ccccc3)nc2-c2cccnc2)cc1 | 99.0 | 97.0 | 102.0 | -14.3 | 38 | 97.0 | 97.0 | 32.6 | 4 | 32.4 | 98.0
CSc1nc2c(c(=O)[nH]1)C(c1ccc(Br)cc1)CC(=O)N2 (stereo not given) | 89.0 | 95.0 | 96.0 | 5.3 | 10 | 93.0 | 94.0 | -16.6 | 16 | -0.4 | 93.0
COc1ccc(N2CCN(C(=O)Cn3nnc(-c4ccc(OC)c(OC)c4)n3)CC2)cc1 | 99.0 | 96.0 | 102.0 | 8.5 | 7 | 97.0 | 99.0 | 20.8 | 15 | -24.1 | 102.0
COc1ccc(CN2CCC(c3nc4ccc(Cl)cc4[nH]3)CC2)cc1 | 98.0 | 96.0 | 98.0 | 1.0 | 9 | 96.0 | 98.0 | 20.1 | 15 | -40.9 | 93.0
Cc1cccc2sc(N(CCCN(C)C)C(=O)c3sc4ccccc4c3Cl)nc12 | 100.0 | 100.0 | 106.0 | x | 13 | 98.0 | 99.0 | 5.5 | 18 | 3.8 | 101.0
O=c1[nH]c2cc3c(cc2cc1CN(Cc1cccnc1)Cc1nnnn1Cc1ccco1)OCCO3 | 104.0 | 103.0 | 107.0 | x | 26 | 104.0 | 99.0 | 35.7 | 22 | -0.7 | 96.0
O=C(O/N=C\c1ccc(N2CCCCC2)c([N+](=O)[O-])c1)c1c(F)cccc1F | 98.0 | 102.0 | 106.0 | x | 8 | 100.0 | 101.0 | 14.1 | 15 | -5.7 | 100.0
CN1C(=O)c2ccc(NC(=O)C3CCCCC3)cc2C1=O | 91.0 | 93.0 | 93.0 | -5.3 | 34 | 90.0 | 92.0 | -9.5 | 12 | 7.0 | 91.0
CCOC(=O)c1c(NC(=O)CNCC(O)CO)sc(C)c1C (stereo not given) | 99.0 | 100.0 | 101.0 | x | 31 | 98.0 | 100.0 | 6.2 | 14 | -61.7 | 97.0
COc1ccc(OC)c(NC(=O)CN(c2ccc(C)cc2)S(=O)(=O)c2c(C)noc2C)c1 | 99.0 | 102.0 | 101.0 | x | 21 | 100.0 | 101.0 | 11.1 | 22 | -4.0 | 99.0
CCC1(CC)NC(=O)N(CC(=O)OCC(=O)Nc2ccc(C(F)(F)F)cc2)C1=O | 95.0 | 99.0 | 97.0 | x | 14 | 98.0 | 96.0 | 7.2 | 23 | -18.2 | 101.0
C=C(C)CNC(=S)NNC(=O)CCn1c2cc(Cl)ccc2c2ccc(Cl)cc21 | 97.0 | 90.0 | 99.0 | -33.4 | 10 | 96.0 | 99.0 | -28.1 | 14 | -37.0 | 98.0
CC(C(=O)Nc1ccc2c(c1)OCCO2)c1ccc([N+](=O)[O-])cc1 (stereo not given) | 105.0 | 101.0 | 100.0 | x | 16 | 102.0 | 101.0 | -4.7 | 10 | -14.0 | 95.0
O=C(CSc1ncn[nH]1)Nc1ccc(S(=O)(=O)N2CCCC2)cc1 | 99.0 | 99.0 | 101.0 | 24.1 | 4 | 100.0 | 99.0 | -10.1 | 39 | 4.2 | 102.0
Cc1ccc(-c2cc(C(=O)NCC3CCCO3)c3ccccc3n2)cc1C (stereo not given) | 97.0 | 96.0 | 100.0 | -0.3 | 19 | 97.0 | 96.0 | 46.6 | 11 | -14.1 | 97.0
C=CCNS(=O)(=O)c1sccc1/C=N/O | 103.0 | 101.0 | 107.0 | -13.9 | 14 | 102.0 | 102.0 | -8.4 | 39 | -2.3 | 101.0
CCN(CC)S(=O)(=O)c1cccc(C(=O)N/N=C2\CC(=O)CC(C)(C)C2)c1 | 97.0 | 98.0 | 100.0 | 4.4 | 6 | 96.0 | 97.0 | -8.9 | 15 | -19.6 | 95.0
CN(C1CC(C)(C)N(O)C(C)(C)C1)S(=O)(=O)CC12CCC(CC1=O)C2(C)C (stereo not given) | 95.0 | 99.0 | 99.0 | x | 11 | 96.0 | 100.0 | 26.8 | 15 | -0.7 | 97.0
SMILES | Rac1 act GTP bind | Cdc42 wt GTP | Rac1 wt modul | Pf gamet viab | Avidin bead fluor | Rab2A wt mod | HRas wt GTP | Mcl1-Noxa inh | GSH bead fluor | Mcl1-Bid inh | Rab7 wt GTP bind
CCOc1cccc(CNCCO)c1OCc1ccc(Cl)cc1Cl | 98.0 | 103.0 | 101.0 | -5.5 | 7 | 99.0 | 98.0 | 28.6 | 11 | 72.2* | 101.0
CN(CC(=O)NC1CCCCC1)S(=O)(=O)c1cccc2nsnc12 | 100.0 | 107.0 | 104.0 | x | 10 | 105.0 | 105.0 | -5.1 | 16 | -24.0 | 105.0
CCCNS(=O)(=O)c1ccc2c(c1)n(C)c(=O)n2C | 98.0 | 95.0 | 105.0 | -32.8 | 12 | 96.0 | 100.0 | 1.0 | 28 | -53.1 | 100.0
COc1cc(NC(=O)CCc2ccccc2)c(C(=O)O)cc1OC | 96.0 | 101.0 | 100.0 | x | 38 | 102.0 | 102.0 | 6.2 | 19 | 10.8 | 101.0
O=C(COC(=O)c1ccccc1OCC(=O)Nc1ccc(Br)cc1)Nc1ccccc1 | 111.0 | 110.0 | 117.0 | x | 10 | 113.0 | 112.0 | -43.0 | 3 | 12.6 | 109.0
S=C(NCc1ccco1)N1CCN(C/C=C/c2ccccc2)CC1 | 97.0 | 94.0 | 96.0 | x | 8 | 104.0 | 101.0 | -4.1 | 20 | -13.6 | 106.0
N#Cc1ccc(Nc2ccccc2)c(N)c1 | 99.0 | 101.0 | 104.0 | -10.7 | 22 | 101.0 | 102.0 | 35.4 | 53 | -114.4 | 105.0
COc1ccc(Cc2nnc(N/N=C/c3ccc(C)o3)[nH]c2=O)cc1 | u | u | u | -17.0 | 10 | u | u | 21.2 | 11 | -18.1 | u
COc1cccc(OC)c1Nc1nc(C)nc2c1nnn2Cc1ccccc1Cl | 96.0 | 96.0 | 100.0 | 0.7 | 11 | 95.0 | 96.0 | -7.3 | 13 | -29.2 | 98.0
COC(=O)c1c(-c2ccccc2)noc1C | 95.0 | 95.0 | 100.0 | 9.2 | 9 | 93.0 | 95.0 | 19.6 | 14 | -7.5 | 91.0
Cc1cc(C)nc(NC(=O)c2cccc([N+](=O)[O-])c2)c1 | 102.0 | 103.0 | 106.0 | 6.3 | 2 | 98.0 | 101.0 | 8.6 | 6 | -14.5 | 100.0
O=C(c1ccc(Sc2cccc(Cl)c2)c([N+](=O)[O-])c1)N1CCN(c2ccccn2)CC1 | 94.0 | 90.0 | 95.0 | -11.2 | 13 | 95.0 | 99.0 | 10.8 | 16 | -7.5 | 100.0
CCOc1cc(CNc2ccc(O)cc2)ccc1OCc1ccc(Cl)cc1Cl | 98.0 | 101.0 | 99.0 | x | 18 | 99.0 | 99.0 | 20.7 | 51 | -20.7 | 96.0
CCCCCCNCc1cccc(Br)c1 | 96.0 | 93.0 | 93.0 | x | 13 | 98.0 | 96.0 | 10.6 | 11 | -2.4 | 97.0
CCOC(=O)c1ccccc1NC(=O)Cn1cnc2c(cnn2-c2ccccc2)c1=O | 100.0 | 103.0 | 103.0 | x | 10 | 102.0 | 102.0 | -6.0 | 18 | -15.8 | 104.0
CC(SC(=S)N(C)Cc1cccs1)C(=O)O (stereo not given) | 144.0*[activator] | 168.0*[activator] | 196.0*[activator] | 0.6 | 7 | 140.0*[activator] | 140.0*[activator] | 22.2 | 12 | -19.6 | 136.0*[activator]
CN1CCN(c2ccc([N+](=O)[O-])cc2C(=O)c2ccc(Br)cc2)CC1 | 105.0 | 106.0 | 109.0 | 8.0 | 32 | 106.0 | 106.0 | 22.0 | 22 | -1.1 | 108.0
Cc1c(Cl)c([N+](=O)[O-])nn1CC(=O)NC(C)C1CC2CCC1C2 (stereo not given) | 99.0 | 103.0 | 108.0 | -16.8 | 34 | 102.0 | 102.0 | -10.6 | 10 | -18.2 | 100.0
COc1cc(Cn2ccnc2)c(OC)cc1Cn1ccnc1 | 98.0 | 97.0 | 97.0 | -3.0 | 12 | 99.0 | 97.0 | 22.6 | 22 | -17.5 | 100.0
COc1ccc(OC)c(-c2csc(NC(=O)C3=NNC(=O)CC3)n2)c1 | 95.0 | 95.0 | 97.0 | 11.3 | 14 | 96.0 | 98.0 | 33.2 | 13 | -52.6 | 105.0
Cc1cc2nc[nH]c2cc1[N+](=O)[O-] | 95.0 | 95.0 | 97.0 | -20.7 | 10 | 99.0 | 98.0 | 2.8 | 11 | -15.8 | 104.0
Nc1nonc1C(=O)NCCNCc1cc(Br)ccc1OCc1ccccc1F | 101.0 | 105.0 | 103.0 | 10.3 | 10 | 101.0 | 102.0 | 19.9 | 35 | 3.6 | 102.0
O=C1N/C(=N/S(=O)(=O)c2ccccc2)S/C1=C/c1cccnc1 | 94.0 | 99.0 | 97.0 | 0.9 | 23 | 94.0 | 96.0 | 23.8 | 11 | 14.9 | 99.0
